Wee1 degr inh: inhibitors of human Wee1 degradation | P30291 | HeLa Luc-Wee1K328M stability, luciferase luminescence; 100% = proteasome inhibitor MG132 effect | reporter increase, % at 5 µM | 1.2% of 220,000 active;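 active = activation above the mean of all tested compounds plus 3 SD, set per screening run, cut at about 8.8% in these data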;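 also: cells exposed to compound for 20 h before luminescence read; 0% = DMSO alone and 100% = MG132 at 30 µM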
FXIa inh 1536: factor XIa (human) inhibition; 0.14% of 220,000 active; P03951; purified FXIa, Boc-Glu-Ala-Arg-AMC fluorogenic substrate; AID 798; inhibition, % at 5 µM;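 active = inhibition of at least 40%; inactive = inhibition below 40%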;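 also: fluorescence of freed AMC excited at 355 nm; 0% = enzyme without compound and 100% = no enzyme blank; many of its hits are not listed in these tables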
FXIIa inh 1536: inhibitors of human coagulation factor XIIa | P00748 | purified FXIIa, Boc-QGR-AMC fluorogenic substrate, 2 h | inhibition, % at 5 µM | 0.3% of 220,000 active | AID 800; in the data active = inhibition above about 40%;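 also: 0% = enzyme with no compound and 100% = blank without enzyme; many of its hits are not listed in these tables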
14-3-3 Bad inh: disrupts binding of bovine 14-3-3 zeta to phospho-Bad peptide; 0.71% of 220,000 active; inhibition, % at 21.7 µM; TR-FRET 14-3-3zeta/Dy647-pBad peptide displacement, 1 h;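 active = inhibition above about 70%, limit read from the data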;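 also: 0% = full 14-3-3 plus peptide FRET controls and 100% = background without 14-3-3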
hK5 inh: blocks human kallikrein 5 protease activity; inhibition, % at 5 µM; Q9Y337; 0.59% of 210,000 active; AID 873; recombinant hK5, fluorogenic AMC substrate cleavage;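 active = inhibition of 40% or more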;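 also: 0% = enzyme controls without compound and 100% = no-enzyme blanks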
Target sequence (Q9Y337 67-293 limits assumed): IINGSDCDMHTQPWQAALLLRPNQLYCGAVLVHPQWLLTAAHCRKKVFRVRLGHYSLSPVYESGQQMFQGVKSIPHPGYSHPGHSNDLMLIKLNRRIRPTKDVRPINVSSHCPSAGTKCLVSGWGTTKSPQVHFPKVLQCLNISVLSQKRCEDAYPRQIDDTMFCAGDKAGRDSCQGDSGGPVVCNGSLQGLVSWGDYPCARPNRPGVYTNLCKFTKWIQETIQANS
MDM2 E3 inh: inhibitors of human Mdm2 E3 ubiquitin ligase | Q00987 | cell-based MDM2 ubiquitination luciferase reporter, 2 h; 0 = plate control, 100 = twice control, blank-subtracted | signal enhancement, % at 5 µM | 0.11% of 210,000 active;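 active = signal enhancement of 30% or more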;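 also: luminescence tracks abundance of the self-degrading MDM2-luciferase fusion protein; higher signal means inhibition of MDM2 E3 ligase activity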
Target sequence (Q00987 whole entry, looked up, the tested form may be a part): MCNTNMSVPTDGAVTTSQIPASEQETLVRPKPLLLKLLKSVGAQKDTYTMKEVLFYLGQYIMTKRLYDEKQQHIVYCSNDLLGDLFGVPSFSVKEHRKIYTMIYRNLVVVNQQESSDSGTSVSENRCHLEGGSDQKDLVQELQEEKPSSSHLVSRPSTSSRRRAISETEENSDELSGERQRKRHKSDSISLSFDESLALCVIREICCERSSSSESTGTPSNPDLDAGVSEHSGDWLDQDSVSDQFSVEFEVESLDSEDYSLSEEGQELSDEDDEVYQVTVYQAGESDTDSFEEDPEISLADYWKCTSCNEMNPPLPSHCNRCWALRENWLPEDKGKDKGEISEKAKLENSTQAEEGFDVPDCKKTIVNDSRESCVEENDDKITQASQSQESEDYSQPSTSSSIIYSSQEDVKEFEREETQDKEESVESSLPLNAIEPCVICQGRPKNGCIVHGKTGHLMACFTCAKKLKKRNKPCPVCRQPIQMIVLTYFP
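Assay system: stable mammalian line carrying autodegrading MDM2–luciferase fusion reporter; Input: 2000 cells in each well; Compound dosing: single-point 5 µM; Schedule: 2 h compound exposure at 37 °C; Signal: SteadyLite luciferase luminescence after 15 min room-temperature reagent incubation; Evaluation: % luminescence enhancement versus blank-corrected plate control mean; Benchmarks: plate controls and plate blanks.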
p97 inhibitor: inhibitors of human p97 ATPase; P55072; recombinant p97 ATPase, Kinase-Glo ATP luminescence, 3 h; inhibition, % at 8 µM; 0.42% of 220,000 active; AID 1481; in the data active = inhibition above about 15%;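 also: 0% = DMSO vehicle and 100% = wells lacking enzyme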
eIF4E-4G inh: inhibitors of eIF4E and eIF4G interaction in translation initiation. 0.37% of 220,000 active. inhibition, % at 21.7 µM. AID 782. TR-FRET eIF4E-eIF4GI(517-606) binding, 2 h;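 active = inhibition above about 30%, limit read from the data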;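 also: 0% = full FRET control wells and 100% = background wells lacking eIF4GI fragment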
Rad51 HR inh: Rad51 (human) homologous recombination inhibition | Q06609 | hRad51 DNA strand exchange, fluorescence dequenching | inhibition, % at 10 µM | 0.085% of 200,000 active | AID 1385;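 active = inhibition above 40% at the single screening dose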;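 also: 0% = DMSO control wells and 100% = blanks with heterologous ssDNA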
Target sequence (Q06609 whole entry, looked up): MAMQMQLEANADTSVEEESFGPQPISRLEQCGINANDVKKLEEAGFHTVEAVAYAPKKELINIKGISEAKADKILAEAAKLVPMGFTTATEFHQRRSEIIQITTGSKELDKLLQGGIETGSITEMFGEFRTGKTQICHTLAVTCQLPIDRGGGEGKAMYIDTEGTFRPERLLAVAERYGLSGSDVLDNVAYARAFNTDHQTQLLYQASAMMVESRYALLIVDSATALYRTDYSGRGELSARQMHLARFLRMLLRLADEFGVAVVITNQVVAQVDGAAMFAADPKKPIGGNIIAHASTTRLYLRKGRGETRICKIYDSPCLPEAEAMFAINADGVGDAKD
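material = hRad51 filaments on single-stranded DNA | timing = filaments 15 min 37 °C, then compound 30 min | signal = FRET fluorescence dequenching, excitation 485 nm, emission 520 nm | benchmarks = control wells and blank wells on each plate | evaluation = percent inhibition relative to plate controls and blanks | compound = 10 µM final, single point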
Starred values were filed as active, the others as inactive; x = not tested or not shown; [ ] = remark or other dose.

SMILES	Wee1 degr inh	FXIa inh 1536	FXIIa inh 1536	14-3-3 Bad inh	hK5 inh	MDM2 E3 inh	p97 inhibitor	eIF4E-4G inh	Rad51 HR inh
C/C=C/C(=O)OCC(=O)Nc1cccc(F)c1	1	-3	10	1	1	0	0	2	-4
O=C(NCc1cccnc1)C1CCCN(S(=O)(=O)c2ccc(Cl)cc2)C1 (stereo not drawn)	-3	2	-28	9[fluorescence artefact?]	-6	-6	4	3[fluorescence artefact?]	8
CN(C)c1ccc(CNC2C3CC4CC(C3)CC2C4)cc1 (stereo not drawn)	-2	6	18	60[fluorescence artefact?]	4	10	-3	2	2
CCCN(/C=N/c1sc2c(c1C#N)CCCCC2)CCC	6	1	17	-1	2	-5	-3	4	-10
CCCn1c(SCC(=O)N2CCCc3ccccc32)nnc1-c1ccco1	1	-5	6	-5	-7	-1	0	-9	-2
Cc1c(CNC(=O)c2cnn3c2NC(c2ccccc2)CC3C(F)(F)F)cnn1C (stereo not drawn)	2	3	11	-2	-25	10	-2	-6	1
NS(=O)(=O)c1cccc(NC(=O)CCSc2ccccc2Cl)c1	0	10	19	1[fluorescence artefact?]	-4	3	5	14	-3
Cc1ccccc1/C=C/C(=O)N1CCOCC1	-1	-4	6	-12	1	2	0	0	2
Cc1ccc(C(=O)NCCn2cc(SCC(=O)Nc3cc(C)on3)c3ccccc32)cc1	-1	-3	6	4	2	-4	-1	1	2
COc1cc(NC(=S)NCCCN2CCOCC2)cc(OC)c1	9.6*	9	3	-5	-8	-5	1	2[fluorescence artefact?]	3
Cc1cccc(CN2CCN(c3nc4nonc4nc3NC3CC3)CC2)c1	-1	-1	5	-8	x	11	-1	1	x
Cc1cc(C(=O)N/N=C/c2cccnc2)c(C)o1	4	-1	7	-4[fluorescence artefact?]	-6	-5	-7	-11	-13
CCOC(=O)Cc1csc(NC(=O)c2cccs2)n1	1	8	14	1	35	-5	4	0	-3
CC1CCN(c2[nH]c(=S)c(C#N)c3c2CCCC3)CC1	0	14	6	-14[fluorescence artefact?]	33	1	2	-3[fluorescence artefact?]	-2
O=C(Cc1ccccc1)NCc1ccc2c(c1)OCO2	5	2	10	10[fluorescence artefact?]	-15	1	2	-3[fluorescence artefact?]	8
CC1Cc2nc(SCC(N)=O)n(C)c(=O)c2S1 (stereo not drawn)	2	0	7	7	0	-16	-4	1	-5
COc1ccc(CN(C)CC(=O)Nc2cccc(S(N)(=O)=O)c2)c(OC)c1OC	-2	0	7	23	16	5	3	-4	8
CCOC(=O)C(CCCCOc1ccc([N+](=O)[O-])cc1)C(=O)OCC	2	-8	5	2	12	-15	-2	3	0
Cc1nc(Nc2cccc(C(C)O)c2)c2nnn(Cc3ccc(F)cc3)c2n1 (stereo not drawn)	-3	-5	5	1	-1	-6	-1	0	6
CCn1cc(C(=O)NCCCOC)c(=O)c2cc(S(=O)(=O)N(C)C)ccc21	2	-11	-5	-2	13	-19	-5	2	-7
COc1ccc(S(=O)(=O)Nc2ccccn2)cc1C	4	-6	3	10	-9	-28	-2	2	-4
O=C(N/N=C/c1ccc(Cl)cc1)C1CC12CCC2 (stereo not drawn)	5	-3	6	-8	-3	-2	-1	-2	-3
COc1cc(/C=C/c2ccc3cccc(OC)c3n2)c(OC(C)=O)c([N+](=O)[O-])c1	1	5	13	1	-1	-10	12	0	-3
O=C(COC(=O)c1cccnc1Cl)Nc1ncc(Cl)cc1Cl	3	-6	1	-6	-4	-11	6	3	0
COCCN(CCOC)C(=O)COC(=O)c1ccc(Cl)c(S(=O)(=O)N(C)c2ccccc2)c1	1	-4	5	-28	-11	-3	-3	0	9
C=CCn1c(Oc2ccccc2)nc2c1c(=O)n(C)c(=O)n2C	-3	-1	3	-7	-21	-10	0	1	-2
Cc1cc(C)cc(OCC(=O)Nc2cccc(-c3nc4ncccc4o3)c2)c1	-1	1	5	-1	-4	-17	-4	-2	-4
Cc1csc(NC(=O)c2ccc(C)o2)n1	4	-13	-6	2	-8	-11	-6	6[fluorescence artefact?]	-3
C(=C/c1ccnc2nc(SC/C=C/c3ccccc3)nn12)/c1ccccc1	-2	2	7	1	8	-2	2	2	-3
COc1ccc(C(=O)O/N=C(\C)c2cnccn2)cc1	5	5	8	9	-13	-12	-4	3	7
CC(=O)N1CCN(c2ccc(NC(=O)C(C)Oc3ccc(Cl)cc3Cl)cc2)CC1 (stereo not drawn)	9	8	20	-20	-13	-11	-8	-3	x
Cc1cc(=O)[nH]c(SCC(=O)NCCc2ccccc2)n1	1	-9	11	-3	-4	-32	-4	0	x
CC(C)(C)c1[nH]nc2c1C(C1C=CCCC1)C(C#N)=C(N)O2 (stereo not drawn)	2	7	3	4	4	-16	-1	3	-3
Cc1ccccc1OCC(=O)NN1Cc2ccccc2C1=N	2	-10	-21	4	1	-10	-2	0	-1
CCOC(=O)C1(Cc2cccc(OC)c2)CCN(Cc2cnc(SC)nc2)CC1	1	1	5	-6	x	-17	0	1	x
Cc1ccc(-n2nc(C)c(C3(O)C(=O)N(C(C)C)c4ccccc43)c2N)cc1 (stereo not drawn)	-3	6	6	0[fluorescence artefact?]	-11	6	3	18	-2
NC(=O)COC(=O)c1c2c(nc3ccccc13)CCC2	2	-3	5	4	13	-17	2	8	2
CC(C)CNC(=S)N1CCN(C)CC1	-2	0	15	81*	-5	8	1	-4[fluorescence artefact?]	1
O=C(CN1C(=O)C2CC=CCC2C1=O)NC1=NCCS1 (stereo not drawn)	-4	4	10	4[fluorescence artefact?]	7	-3	-2	-4[fluorescence artefact?]	-2
COc1ccc(Nc2nnc(SCC(=O)N3CCCC3)s2)cc1	-2	-17	-1	-11	-6	2	5	7	x

Four entries out of the list above, arranged by the value under FXIIa inh 1536, highest first:
SMILES	Wee1 degr inh	FXIa inh 1536	FXIIa inh 1536	14-3-3 Bad inh	hK5 inh	MDM2 E3 inh	p97 inhibitor	eIF4E-4G inh	Rad51 HR inh
Cc1cc(=O)[nH]c(SCC(=O)NCCc2ccccc2)n1	1	-9	11	-3	-4	-32	-4	0	x
O=C(CN1C(=O)C2CC=CCC2C1=O)NC1=NCCS1 (stereo not drawn)	-4	4	10	4[fluorescence artefact?]	7	-3	-2	-4[fluorescence artefact?]	-2
NC(=O)COC(=O)c1c2c(nc3ccccc13)CCC2	2	-3	5	4	13	-17	2	8	2
CC(C)(C)c1[nH]nc2c1C(C1C=CCCC1)C(C#N)=C(N)O2 (stereo not drawn)	2	7	3	4	4	-16	-1	3	-3

(continued)
SMILES	Wee1 degr inh	FXIa inh 1536	FXIIa inh 1536	14-3-3 Bad inh	hK5 inh	MDM2 E3 inh	p97 inhibitor	eIF4E-4G inh	Rad51 HR inh
CN1CCN(C(=O)C2=C[C@@H](C(C)(C)C)C[C@@H](OCc3ccc(CO)cc3)O2)CC1	0	-4	0	-1	-5	x	9	-2	-4
CC(C)NC(=O)CSc1nnc(-c2ccco2)n1N	1	0	14	4	3	0	-1	1[fluorescence artefact?]	0
O=C(NCN1CCCCC1)c1cccnc1	1	-10	-4	-2	-26	-4	4	-15[fluorescence artefact?]	2
N/C(Cc1ccc(Cl)cc1Cl)=N\OC(=O)Cc1ccccc1	2	2	11	4	-8	-20	0	1	-13
Cc1ccc(NCC(=O)N/N=C/c2ccc(OC(=O)c3ccco3)cc2)cc1	3	10	21	-9	0	-12	4	1	5
CN(C)c1ccc(C(=O)OCC(=O)NC2CCCCCC2)cc1	-2	2	7	-7	-20	-1	-3	-1	-10
O=C(COC(=O)c1ccco1)NCc1ccccc1Cl	0	-4	10	-3	0	-18	-1	1	5
O=C(Cc1cccc2ccccc12)Nc1nc2ccccc2[nH]1	0	3	19	9	5	-14	3	0	x
O=C1CC(N2CCCCCC2)C(=O)N1c1ccc(F)cc1 (stereo not drawn)	-2	-6	4	-8	-7	-12	0	-1	3
CC(C)COc1ccc(-c2nnn(CC(=O)N3CCCC3)n2)cc1	-2	-13	11	19[fluorescence artefact?]	6	-10	-10	0[fluorescence artefact?]	-1
CCOc1cccc(C(=O)Nc2cccc(-c3nnc(-c4ccccc4)o3)c2)c1	-1	0	16	14	-6	-25	0	-21	3
O=C(N/N=C/c1cn(-c2cccs2)nc1-c1ccccc1)c1ccccc1Br	1	1	-2	-4	-8	-22	3	-5	2
CC(=O)c1c(C)[nH]c(C(=O)OCC(=O)Nc2sc3c(c2C#N)CCCC3)c1C	0	5	8	-31[fluorescence artefact?]	-16	-13	5	-1	-10
CN(C)c1ccc(CN(C(=O)COc2ccc(Br)cc2)C2CCS(=O)(=O)C2)cc1 (stereo not drawn)	-1	-6	12	-4[fluorescence artefact?]	-1	6	2	3	8
N/C(=N\OC(=O)c1ccc2c(c1)OCO2)c1cccnc1	0	-1	7	0	1	-30	-11	3	7
COc1ccccc1NC(=O)CCc1nc(-c2cccs2)no1	0	4	16	-8	5	-12	0	-4	x
O=S(=O)(NCC(c1cccnc1)N1CCOCC1)c1ccc(Cl)cc1 (stereo not drawn)	-1	-2	4	-6	-7	-5	-2	-3	38
CN(CCOC(=O)CN1C(=O)c2ccccc2C1=O)C1=NS(=O)(=O)c2ccccc21	-1	-1	8	-9	3	-8	2	0	6
Cc1cc(NC(=O)C2CC(c3ccc(Cl)cc3)=NO2)no1 (stereo not drawn)	6	4	13	11	-9	3	1	-1	4
Cc1[nH]c2ccccc2c1/C=N/Nc1cccc(C(=O)O)c1	2	-1	12	6	3	-38	18*	1	-7
COc1ccc2cc(-c3[nH]ncc3CN3CCCN(c4ccccc4)CC3)ccc2c1	-2	1	4	-9	x	-8	0	0	11
C[n+]1c2n(c3ccccc31)N=C(c1cc(C(C)(C)C)c(O)c(C(C)(C)C)c1)CS2	-3	3	10	-6	2	-43	7	0	6
N#CCc1ccc(C(=O)c2ccccc2F)s1	2	0	11	x	-7	-11	0	x	-10
Cc1ccc(C)c(OCC(=O)N2CCOCC2)c1	-1	3	16	-3	-8	-11	2	3	3
CC(C)CNC(=O)c1ccccc1NC(=O)CN(c1ccc2c(c1)OCCO2)S(C)(=O)=O	-2	2	15	5	-1	4	-3	-3[fluorescence artefact?]	-8
Cc1ccc(-n2ncc3c(=O)n(CC(=O)NC4CCCC4)cnc32)cc1C	-3	7	14	-1	-9	-10	2	-5	-3
Cn1cnc2nc3n(c2c1=O)CCC3	5	-1	17	9	0	-12	1	1	3
Oc1ccc(NC(=S)Nc2ccc(O)cc2)cc1	-2	-4	8	-11	-2	-3	6	-1	0
CCn1c(SCC(=O)Nc2ccccc2OC)nc2ccccc2c1=O	-1	-2	6	-2	13	x	-2	69*[fluorescence artefact?]	1
O=C(Nc1cc(=O)[nH]c2ncnn12)c1ccc(Cl)cc1Cl	8	3	10	-4[fluorescence artefact?]	-1	9	8	-4[fluorescence artefact?]	5
CCn1c(SCc2nc3sc(C(=O)O)c(C)c3c(=O)[nH]2)nnc1-c1ccc(Cl)cc1	3	0	10	13	10	-7	4	3	x
COc1ccc(NC(=O)CSc2nc3ccccc3c(=O)n2CCNC(C)=O)c(OC)c1	0	4	15	6	-12	0	5	-1	-5
COCc1cc(C)nc(NCCc2ccccc2)c1C#N	-1	-1	-9	-13	1	-16	-2	-4	-1

High-throughput results from PubChem.

Not a hit list; any-hit rate near 3.5%.
